# FN deposition inh – fibronectin deposition inhibition | AH1F fibroblasts, Alexa488-fibronectin deposition fluorescence, overnight | inhibition, % at 12.6 µM | 0.086% of 350,000 active | AID 743247;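 active = mean inhibition across replicates of 30% or more, regardless of how many single replicates reach that level; inconclusive = mean under 30% yet at least half of replicates reach 30%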;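 also: positive control wells lacked labelled fibronectin entirely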
#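 Test system: AH1F fibroblast monolayer depositing Alexa488-labelled fibronectin into matrix. Input: 10000 cells per well. Technique: fluorescence, ex 485 nm, em 525 nm. Buffer or medium: DMEM plus 2% serum, read in PBS. Timing: 1 h cell adhesion before compound, then overnight fibronectin incubation. Compound: single dose, pinned. Read-out basis: inhibition from reduced deposited-fibronectin fluorescence.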
# DENV2 CPE rescue – protects cells from dengue virus 2 cytopathic effect. DENV2-infected cells, cytopathic effect rescue, plate reader. AID 651640. CPE inhibition, % at 9.99 µM. 1.7% of 350,000 active; in the data active = CPE inhibition above about 20%, passing the limit was not always enough; inconclusive = no clear call, values can overlap the other calls; tested in BHK-21 cells;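 also: 0% = median of neutral control wells and 100% = median of positive control wells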
# EWS-Fli inh – EWS/Fli transcriptional activity inhibition; inhibition, % at 12.6 µM; 0.67% of 350,000 active; AID 651661; A673 NR0B1-luciferase reporter, viability-normalised;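 active = mean inhibition of at least 50% after viability correction, with every replicate also passing that limit; inconclusive = mean reaches 50% but only one of two replicates passes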;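 also: firefly luciferase signal divided by Alamar Blue viability fluorescence both relative to DMSO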
# CFTR F508del cor – correctors of CFTR F508del function in bronchial epithelial cells; 0.36% of 350,000 active; AID 720511; CFBE cells, YFP halide quenching; stimulated with forskolin plus potentiator P3; % fluorescence drop versus neutral controls; activity (quench increase), % at 7.58 µM;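 active = mean added fluorescence quench of at least 8% versus neutral control, with both replicates also reaching 8%; inconclusive = only one of the mean or replicate conditions met; inactive = mean below 8% and not both replicates reaching 8%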;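 also: cells transiently co-express mutant CFTR-F508del with the halide-sensitive YFP; corrector assay measuring rescue of mutant channel to the surface after 24 h compound exposure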
# miR-122 sensor – blocks miR-122 activity in Huh7 sensor cells. activation (reporter increase), % at 12.5 µM. Huh7 miR-122 Renilla luciferase sensor, 48 h; neutral wells = 0, positive control = 100. 0.3% of 340,000 active;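 active = mean replicate activation score at least 90 and every replicate individually at or above 90; inconclusive = only one of the two criteria met; inactive = neither criterion met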;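 also: higher luciferase means less miR-122 activity so hits act as miR-122 inhibitors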
# GSIS activator – primary screen for activators of insulin secretion dependent on glucose, INS-1E cells, GLuc reporter luminescence | INS-1E GLuc reporter insulin secretion, 2-3 h | activation, % at 16.6 µM | 0.61% of 370,000 active;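 active = lowest replicate activation of at least 40%, so every replicate reaches that level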;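 also: 0% = median of neutral control wells and 100% = median of IBMX positive control wells; some compounds called inactive have numbers as strong as hits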
# PAX8 inh HTS – PAX8 transcriptional activity inhibition; RMG-I TPO-luciferase reporter, SteadyGlo, 24 h; inhibition, % at 12.6 µM; 1.2% of 360,000 active; AID 652154;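 active = mean replicate inhibition at least 60% with every replicate also reaching 60%; inconclusive = only one of the two criteria is met; inactive = mean below 60% and not all replicates reaching 60%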;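 also: luciferase light reporting Pax8 driven TPO promoter activity; plate controls were median of neutral control wells for no effect and mitoxantrone controls for full effect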
# Active calls of the source: *; ? = inconclusive; · = not tested or not shown; [ ] = remark or other dose.
SMILES,FN deposition inh,DENV2 CPE rescue,EWS-Fli inh,CFTR F508del cor,miR-122 sensor,GSIS activator,PAX8 inh HTS
COc1cccc(/C=N/NC(=O)CCc2ccccc2)c1,·,1.0,2.7,-1.9,0.3,-8.8,·
Fc1ccc(-c2ccc3c(c2)C2CC3CCN2)cc1 (stereo not given),0.5,-5.6,16.5,-1.1,-2.4,-18.7,2.1
O=C1ON=C(c2ccccc2[N+](=O)[O-])/C1=C/c1cccc([N+](=O)[O-])c1O,-3.4,-1.3,0.9,0.6,-6.3,10.0,2.6
C[C@@H]1CN([C@@H](C)CO)C(=O)c2cccc(NC(=O)Nc3ccc4c(c3)OCO4)c2O[C@@H]1CN(C)S(=O)(=O)c1ccc(Cl)cc1,·,6.4,-2.7,-1.8,-1.2[16.7 µM],14.1,·
Cc1ccc(NC(=O)CSc2nnc(NC(=O)C(C)C)s2)c(C)c1,0.3,3.5,4.5,-2.1,-2.3,11.6,-5.5
C/C=C/c1cnc2c(c1)C(=O)N([C@H](C)CO)C[C@@H](C)[C@@H](CN(C)C(=O)Nc1ccccc1F)O2,·,30.2*,-10.5,-0.1,·,2.1,-1.6
COc1ccc(C(CC(=O)O)NC(=O)COc2cc(C)ccc2C)cc1OC (stereo not given),-6.8,7.5,-1.5,0.5,-5.7,0.1,1.7
C=CCNC(=O)N1CCC(n2nccc2NC(=O)CCc2ccccc2)CC1,-0.2,8.7,-1.8,0.6,-0.5,25.4,2.8
O=C(c1ccc2c3c(cccc13)CC2)C1CCCN(Cc2ccncc2)C1 (stereo not given),-14.6,5.9,21.1,-2.2,7.9,-4.2,12.7
C=CCNc1nc(NCc2ccc(NC(C)=O)cc2)c2sc(-c3ccccc3)cc2n1,·,6.0,29.4,-2.2,-18.5,-2.4,19.8
Cc1ccc([N+](=O)[O-])c(C(=O)N/N=C/c2cccnc2)c1,5.0,-4.2,0.7,-0.9,4.1,-2.1,-8.3
CCOc1ccc(CN(C)C(=O)CN2C(=O)NC3(CCCc4ccccc43)C2=O)cc1 (stereo not given),-4.9,5.6,15.3,7.2,-10.7,-16.6,22.5
NS(=O)(=O)c1ccc(NC(=O)COC(=O)CCc2nc3ccccc3c(=O)[nH]2)cc1,-3.0,13.6,-5.0,2.2,-1.7,11.0,-2.3
CCc1ccc(N2CC(C)Cn3c2nc2c3c(=O)[nH]c(=O)n2C)cc1 (stereo not given),0.2,2.0,4.7,2.6,·,-13.9,4.2
C=CC[C@@H](CC(=O)NCCO)C(=O)N[C@@H](C)COC(=O)[C@@H](CC=C)Cc1ccc(F)cc1,4.8,·,-1.3,0.8,7.8,·,-21.5
Oc1cccc(C(=S)N2CCN(Cc3ccccc3)CC2)c1,-6.9,·,·,·,-16.2,·,-4.4
C=C1CCC[C@]2(C)C[C@H]3OC(=O)C(CNC(C)CCCC(C)C)[C@H]3CC12 (stereo not given in full),-0.8,2.8,30.8,-2.2,·,-18.2,57.1
CC(C)NC(=O)Nc1ccc2c(c1)CC(=O)N([C@H](C)CO)C[C@@H](C)[C@H](CN(C)CC1CC1)O2,1.5,-2.0,·,-1.2,-1.9[16.7 µM],9.3,-3.0
O=C(C[C@@H]1CC[C@@H]2[C@H](COC[C@@H](O)CN2Cc2nccs2)O1)N1CCC(Cc2ccccc2)CC1,9.1,-3.0,15.3,-1.9,-0.3[16.7 µM],-15.6,0.0
O=C(Nc1nnc(SCc2ccccn2)s1)C1CC(=O)N(c2ccccc2)C1 (stereo not given),-7.9,·,·,·,21.6,-0.8,-6.6
CCCCc1cc(=O)oc2cc(O)cc(O)c12,·,-2.6,-10.0,0.3,3.8,-4.7,4.3
CN(CC(=O)Nc1ccc(F)c(F)c1F)C(=O)Cc1ccc(S(=O)(=O)N2CCOCC2)s1,2.6,-9.6,-3.9,4.0,-1.2,-15.2,14.7
O=C1CC(NN2CCCCC2)C(=O)N1c1ccccc1 (stereo not given),-5.3,-2.4,-2.7,1.1,-1.2,2.3,-15.1
COc1cc(C(=O)NCC(=O)N/N=C/c2cccs2)cc(OC)c1OC,10.7,-1.8,-9.5,·,·,4.3,-14.7
C[C@H]1CN([C@@H](C)CO)C(=O)c2cc(NC(=O)Nc3cccc4ccccc34)ccc2O[C@H]1CN(C)S(C)(=O)=O,·,17.8,-6.6,1.5,-5.9[16.7 µM],11.1,23.3
O=C(COc1ccc(Br)cc1Cl)NC(=S)N1CCc2ccccc21,-1.1,-1.9,-10.5,·,3.1,6.8,-14.0
O=C(COC(=O)c1cncc(Br)c1)NC1CCCCCC1,-3.7,-0.5,-2.9,-4.8,·,-24.3,-13.6
O=C(Cn1ccc(C(F)(F)F)n1)N/N=C/c1cccs1,5.2,·,·,·,1.9,-15.4,-0.8
CO[C@@H]1CN(C)C(=O)c2ccc(NC(=O)C3CC3)cc2OC[C@H](C)N(C(=O)CN2CCOCC2)C[C@H]1C,-0.4,3.9,-3.3,-0.6,·,11.2,-3.7
CCCNC(=O)N(C)C[C@@H]1Oc2ncc(C#Cc3ccncc3)cc2C(=O)N([C@H](C)CO)C[C@@H]1C,-7.6,18.4,-6.3,-1.3,1.2[16.7 µM],1.3,·
CC(C)C(NC(=O)c1ccccc1)c1nnc(SCC(=O)NC2CCCC2)n1C (stereo not given),1.5,1.1,-1.8,-3.4,-6.4,11.0,0.1
O=C(c1ccco1)N1CCN(c2cc(=O)n(-c3ccc(Cl)cc3)c(=O)[nH]2)CC1,-3.0,13.0,-1.0,-2.6,3.0,·,-1.6
COc1ccc(Cn2cnc3c(N)c(C)c(C)cc32)cc1,15.8,5.3,6.9,-2.3,·,1.0,11.6
Cc1noc(C)c1S(=O)(=O)N(C)C[C@H]1OCCCC[C@@H](C)Oc2ccc(NC(=O)NC(C)C)cc2C(=O)N([C@@H](C)CO)C[C@@H]1C,7.1,-5.4,-13.3,-1.5,6.4[16.7 µM],0.3,-1.0
Cn1nc(C(F)(F)F)c2cc(NC(=O)OCc3ccc(C(C)(C)C)cc3)sc21,10.8,·,·,·,-0.3,·,2.1
CC1=NOC(=O)/C1=C/c1ccc(O)cc1,3.0,·,10.7,-1.8,·,-2.6,10.1
Nc1c(C(=O)Nc2cccc(F)c2)nnn1-c1cccc(C(F)(F)F)c1,·,5.8,-64.0,2.9,·,1.5,-96.1
CCOc1ccccc1CNC(=O)CCNS(=O)(=O)c1ccc2[nH]c(=O)oc2c1,11.1,?,4.4,-1.5,-2.9,4.4,2.6
Cc1ccc(-c2cc(C(=O)N3CCN(C4CCS(=O)(=O)C4)CC3)c3ccccc3n2)cc1 (stereo not given),-0.9,3.6,-46.1,-2.2,11.6,·,-45.6
O=C(O)c1cc(Cl)ccc1OS(=O)(=O)c1ccc(Cl)s1,-6.4,0.3,2.3,-5.0,-9.0,-10.8,14.7
Cc1ccc(S(=O)(=O)N2CCOCC2)cc1C(=O)N1CCC(Cc2ccccc2)CC1,-1.9,7.9,-1.0,7.1,-8.8,-2.1,16.9
O=C(C[C@H]1CC[C@@H]2[C@H](COC[C@@H](O)CN2Cc2nccs2)O1)N1CCC(Cc2ccccc2)CC1,10.9,7.6,-26.6,-2.0,1.1[16.7 µM],-7.5,12.0
O=C(CN1CCOCC1)NCC[C@H]1CC[C@@H](NC(=O)c2ccc3c(c2)OCO3)[C@@H](CO)O1,-8.5,-1.8,0.3,-0.3,·,7.4,-11.7
Cc1cc(C)cc(NC(=S)N2CCC(NC(=O)C3CCCCC3)CC2)c1,2.6,-1.4,2.1,-1.4,-6.0,6.8,17.0
CCC(=O)N1[C@@H]2Cn3c(ccc(-c4cccnc4)c3=O)[C@H]1[C@@H](C(=O)NC1CCC1)[C@@H]2CO,·,0.6,-7.3,0.8,-1.4[16.7 µM],-1.0,-4.2
COc1ccc(Cc2nc(-c3ccccn3)no2)cc1,-12.6,·,·,·,-2.1,·,-173.8
CC(NC(=O)CCNC(=O)c1ccc(Br)cc1)c1ccc(-n2ccnc2)cc1 (stereo not given),2.6,4.7,2.2,-2.4,·,19.3,13.4
CC(C)C#Cc1ccc([C@H]2[C@@H](CO)N3CCCCN(C(=O)NC(C)C)C[C@H]23)cc1,·,·,1.8,2.8,-27.0[16.7 µM],-27.0,-34.6
Cc1cc2c(cc1C)-n1nnnc1C(N1CCN(c3ccccc3F)CC1)C(=O)N2 (stereo not given),-5.2,-7.6,-0.4,2.8,·,-19.1,-4.6
COCCNC(=O)C1CCC(CNS(=O)(=O)c2ccccc2)CC1 (stereo not given),6.5,-6.7,10.3,-1.8,-1.1,-7.0,20.7
CC(=O)N(C)C[C@H]1Oc2cc(C#CC(C)(C)O)ccc2S(=O)(=O)N([C@@H](C)CO)C[C@H]1C,2.6,-3.7,-9.5,4.2,-0.1[16.7 µM],11.0,·
CCCCN(C)C1=Nc2cccc3cccc1c23,7.0,·,·,·,4.2,·,-13.5
CCN1C(=O)[C@@H]2[C@H](C1=O)[C@@H]1C(=O)Nc3ccccc3C(=O)N1[C@@H]2c1ccc(Br)cc1,-2.5,-9.2,-5.0,2.0,·,-9.4,-22.4
CC(=O)CC(=O)Nc1ccc2ccccc2c1,5.2,3.7,-19.4,-3.2,-1.5,16.9,17.2
C[C@H](CO)N1C[C@H](C)[C@@H](CN(C)C(=O)Cc2ccccn2)Oc2ncc(C#C[C@@H](C)O)cc2C1=O,-1.6,18.5,-1.6,2.7,-13.6[16.7 µM],4.8,·
CCNC(=O)N1c2ccc(OCC)cc2C(C)=CC1(C)C,2.9,·,·,·,0.6,·,-4.1

# Screening data (PubChem)
